High-throughput results deposited in PubChem BioAssay by National Center for Advancing Translational Sciences (NCATS).
Giardia FBPA inh = qHTS Assay for Inhibitors of Fructose-1,6-bisphosphate Aldolase from Giardia Lamblia; purified Giardia FBPA; A8B2U2; Potency, µM (series often up to 59.6 µM), inactives show at the highest dose activity, negative = inhibition, most hits filed as inhibitors; 0.71% of 290,000 active; also: potency is read from the fitted curve at half-maximal effect; nearly all actives have a fitted effect of over 55% in size
Target sequence (A8B2U2 whole entry, looked up): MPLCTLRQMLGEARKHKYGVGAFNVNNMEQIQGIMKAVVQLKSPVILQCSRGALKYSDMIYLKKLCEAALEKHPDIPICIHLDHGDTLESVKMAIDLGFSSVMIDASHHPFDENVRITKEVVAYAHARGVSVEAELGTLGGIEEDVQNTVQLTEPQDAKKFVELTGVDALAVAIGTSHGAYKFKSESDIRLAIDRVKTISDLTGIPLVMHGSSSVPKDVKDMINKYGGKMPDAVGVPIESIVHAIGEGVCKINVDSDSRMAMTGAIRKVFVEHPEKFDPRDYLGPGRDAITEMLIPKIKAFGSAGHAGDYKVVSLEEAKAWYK
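Giardia FBPA (40 nM reagent) was preincubated 10 min at RT with compound (up to 57.5 uM final), then substrate plus GAPDH/TPI/NAD/arsenate coupling system with diaphorase/resazurin was added; resorufin fluorescence (525/598 nm) was read after 20 min.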
Sm TGR inh = qHTS Assay for the Inhibitors of Schistosoma Mansoni Peroxiredoxins; AID 485364, 2010; Potency, µM (top dose mostly 114 µM), inactives show top-dose activity change, negative = inhibition, hits mostly inhibitors; Schistosoma mansoni thioredoxin glutathione reductase (TGR), Q962Y6; purified TGR, DTNB reduction, TNB absorbance 405 nm; 3% of 360,000 active; also: potency is read from the fitted curve at half-maximal effect; nearly all actives have a fitted effect of over 60% in size
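First, TGR (20 nM dispensed) and NADPH were mixed with compound. Second, a 15 min room-temperature incubation followed. Third, further NADPH and then DTNB were added to start the reaction. Finally, TNB absorbance was monitored kinetically.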
HCMV antiviral = qHTS Assay for inhibitors of the human cytomegalovirus (HCMV); 4.5% of 410,000 active; activity change, negative = inhibition, % at 57.5 µM; HFF cells, HCMV-luciferase reporter, 72 h; active compounds read low; in the data active = activity change below about -60%; inconclusive = no clear call, values can overlap the other calls; inactive = above about -39%
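After 16 h attachment at 37C, HFF cells received test compound and HCMV-luciferase (1 PFU/cell); reporter luminescence read 72 h later, data normalized against buffer-only and known inhibitor Salinomycin.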
AmpC no deterg = qHTS Inhibitors of AmpC Beta-Lactamase (assay without detergent); 0.52% of 330,000 active; P00811; Potency, µM (series often up to 57.1 µM), without a hit: at the top dose activity change, negative = inhibition, usual class: inhibitors; AID 485341, 2010; AmpC nitrocefin hydrolysis, absorbance 480 nm, 0.0001% Triton;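 also: potency is read from the fitted curve at half-maximal effect; plate controls were no compound for no effect and no enzyme for full effect; nearly all actives have a fitted effect of over 20% in size; some results filed as inactive show a strong effect at the top dose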
Target sequence (P00811 whole entry, looked up): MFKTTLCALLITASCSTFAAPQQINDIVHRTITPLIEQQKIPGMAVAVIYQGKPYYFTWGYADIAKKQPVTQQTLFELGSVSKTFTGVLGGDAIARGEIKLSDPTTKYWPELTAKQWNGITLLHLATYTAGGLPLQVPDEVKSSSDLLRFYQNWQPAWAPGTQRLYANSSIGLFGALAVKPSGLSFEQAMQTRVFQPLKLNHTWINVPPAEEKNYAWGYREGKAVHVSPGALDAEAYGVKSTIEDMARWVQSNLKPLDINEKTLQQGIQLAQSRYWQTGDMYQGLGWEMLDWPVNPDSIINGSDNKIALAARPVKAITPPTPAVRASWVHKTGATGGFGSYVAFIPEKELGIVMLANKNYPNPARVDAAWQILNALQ
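AmpC (5.3 nM in the dispensed reagent) in 20 mM phosphate pH 7.0 with 0.01% (detergent screen) or 0.0001% Triton X-100 was preincubated with compounds for 15 min at room temperature. Nitrocefin was then added from an 800 uM solution, and hydrolysis was followed at 480 nm.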
AmpC detergent = qHTS Inhibitors of AmpC Beta-Lactamase (assay with detergent) | P00811 | AmpC hydrolysis of nitrocefin, absorbance 480 nm, 0.01% Triton | Potency, µM (titrated, usually from 114 µM), without a hit: at the top dose activity change, negative = inhibition, usual class: inhibitors | 0.041% of 370,000 active;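 also: potency is read from the fitted curve at half-maximal effect; 0% = no-compound wells and -100% = no-enzyme wells; nearly all actives have a fitted effect of over 25% in size; some results filed as inactive show a strong effect at the top dose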
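AmpC (5.3 nM in the dispensed reagent) in 20 mM phosphate pH 7.0 with 0.01% (detergent screen) or 0.0001% Triton X-100 was preincubated with compounds for 15 min at room temperature. Nitrocefin was then added from an 800 uM solution, and hydrolysis was followed at 480 nm.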
HCV inhibitor = qHTS Assay for Inhibitors of Hepatitis C Virus (HCV) | Huh7.5.1 HCVcc-Cre infection, luciferase reporter, 44 h | Potency, µM (series often up to 41.8 µM), for inactives: top-dose activity change, negative = inhibition, usual class: inhibitors | 3.4% of 340,000 active; also: potency is read from the fitted curve at half-maximal effect
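Cells (1,000/well) were plated 4 h before compound, then infected with HCVcc-Cre virus (~0.5 moi). After 44 h further culture, infection was read as luciferase luminescence following a 15 min substrate incubation at room temperature.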
The depositor's hits bear a star; ? = inconclusive; . = not tested or not shown; [ ] = dose if it differs, or a comment. Unless noted, calls follow the shape of the dose curve; as a rule, active = well fitted curve in the direction sought with a large enough effect; inconclusive = small, poorly fitted or top-dose-only effect, or another doubt; inactive = no such curve, though single readings can be large; an effect the other way counts as inactive or inconclusive. Unless noted, % is scaled to controls: 0 for no effect and ±100 for the full control effect.

Results follow in this order: HCMV antiviral | AmpC detergent | Sm TGR inh | AmpC no deterg | Giardia FBPA inh | HCV inhibitor
- O=C1CNC(=S)N1CCCn1ccnc1
    0 | -3% | 9% | -30% | 4% | 26%
- CCOC(=O)N[C@H](Cc1c[nH]c2ccccc12)C(=O)NC1CC1
    73 | -8% | 4% | -7% | -4% | 6%
- Cn1c(SCC(=O)NC(=O)NCc2ccco2)nnc1-c1ccccc1
    34 | -10% | -8% | -16% | -3% | -2%
- CCN(CC)S(=O)(=O)c1ccc(OC)c(NC(=O)c2ccc3c(c2)OCO3)c1
    -28 | -1% | -3% | 1% | -1% | -12%
- O=C(COc1nc2ccccc2nc1N1CCOCC1)NCC(F)(F)F
    71 | -8% | -11% | -7% | 1% | 25%
- CC(=O)c1sc(NC(=O)c2cccc3ccccc23)nc1C
    3 | -1% | -13% | -9% | 5% | -2%
- Cc1cccc(OCC2=N/C(=C\N(C)C)C(=O)O2)c1
    10 | ? | -24% | -24% | -5% | 11%
- COc1ccc(-c2cc(-c3ccccc3)[n+](C)c(-c3ccccc3)c2)cc1
    -101* | -6% | 55%[activator] | -4%[11.4 µM] | 4% | ?
- COc1cc(NC(=O)COC(=O)CC2CC3CCC2C3)cc(OC)c1 (stereo not drawn)
    14 | . | . | -5% | . | -8%
- c1ccc(-c2noc(-c3cccc4ccccc34)n2)nc1
    62 | ? | 4% | -4% | -6% | ?
- COc1ccc(/C=N\N=C(N)N)cc1
    ? | 7% | 7% | -13% | 6% | ?
- CCc1ccc2occ(CC(=O)Nc3ccc(OC)c(Cl)c3)c2c1
    -19 | -8% | -5% | . | . | .
- CC1CCN(C(=O)CSc2nc3ccccc3s2)CC1
    71 | ? | 0% | -17% | -4% | ?
- CCCN(CCC)CCCNC(=S)Nc1ccc2nc(N3CCN(C)CC3)cc(C)c2c1
    -36 | 9% | -34% | -11% | -10% | 13µM*
- CCOC(=O)C1CCCN(C(=O)C2CCN(c3nnc(C)c4c(C)n(-c5ccccc5)nc34)CC2)C1 (stereo not drawn)
    -4 | -6% | -8% | . | . | .

Record cards (already shown). Screens in order: HCMV antiviral	AmpC detergent	Sm TGR inh	AmpC no deterg	Giardia FBPA inh	HCV inhibitor
COc1cc(NC(=O)COC(=O)CC2CC3CCC2C3)cc(OC)c1 (stereo not drawn) as listed: 14	.	.	-5%	.	-8%
COc1ccc(-c2cc(-c3ccccc3)[n+](C)c(-c3ccccc3)c2)cc1 as listed: -101*	-6%	55%[activator]	-4%[11.4 µM]	4%	?
O=C(COc1nc2ccccc2nc1N1CCOCC1)NCC(F)(F)F as listed: 71	-8%	-11%	-7%	1%	25%

Next part:
Results follow in this order: HCMV antiviral | AmpC detergent | Sm TGR inh | AmpC no deterg | Giardia FBPA inh | HCV inhibitor
- Cc1nn(-c2ccc(C(=O)O)cc2)c(C)c1Cl
    ? | 5% | 1% | -21% | 6% | 0%
- CCN(CC)c1ccc(C(=O)Nn2cnc3ccccc3c2=O)cc1
    -23 | 2% | 1% | -11% | 2% | -4%
- Cc1cc(N(C)C(=O)c2ccc3c(c2)S(=O)(=O)c2cc(Cl)ccc2C3=O)c(C(F)(F)F)o1
    -27 | . | . | -22% | . | 13%
- CC(=O)Nc1ccc(NC(=O)CSc2nnc(NC(=O)C3CC(=O)N(c4ccccc4)C3)s2)cc1 (stereo not drawn)
    0 | 6% | 1% | -9% | . | 8%
- Cc1ccc(S(=O)(=O)Nc2ccc(F)cc2)cc1C(=O)N1CCOCC1
    21 | . | . | -8% | . | -1%
- COc1cccc(C(=O)NCc2ccc3c(c2)CCN3C(=O)c2ccncc2)c1
    8 | 7% | 0% | . | . | .
- Cn1c(SCc2ccccc2)nnc1-c1cnccn1
    -61* | ? | 9% | -6% | 5% | 12%
- CC(C)N(Cc1nc(-c2ccccc2)no1)C(=O)C1CCCCC1
    12 | -2% | -4% | 50% | 0% | -10%
- Cc1ccc(NC(=O)CSc2nnc(-c3ccccn3)n2N)cc1F
    -28 | -1% | 4% | -3% | 4% | ?
- CC(=O)NS(=O)(=O)c1ccc(NC(=S)NC(=O)CC(C)C)cc1
    11 | 11% | 0% | -22% | 6% | 3%
- CN(C)C(=O)c1ccc(NC(=O)COc2cccc3c2OC(C)(C)C3)cc1
    -101* | -10% | -17% | 133%[activator] | . | ?
- Cc1cc(-c2ccc(S(=O)(=O)N(C)Cc3ccccc3)cc2)on1
    -4 | 7% | 2% | -2% | 1% | 6%
- CC1CCCCN1Cc1c(O)ccc2c(=O)c(-c3nc4ccccc4s3)coc12 (stereo not drawn)
    4 | -7% | 0% | 66%[activator] | -1% | ?
- Cc1ccc(NC(=O)CCC(=O)NNC(=O)c2ccco2)c(C)c1
    -20 | -1% | -3% | -11% | 4% | 7%
- CCn1cc(C(=O)O)c(=O)c2cc(F)c(N3CCNCC3)cc21
    . | -6% | -22% | -16% | 14% | 2%[8.37 µM]

Shown field by field: part of the list above
CCn1cc(C(=O)O)c(=O)c2cc(F)c(N3CCNCC3)cc21
  HCMV antiviral = .	AmpC detergent = -6%	Sm TGR inh = -22%	AmpC no deterg = -16%	Giardia FBPA inh = 14%	HCV inhibitor = 2%[8.37 µM]

CC(=O)NS(=O)(=O)c1ccc(NC(=S)NC(=O)CC(C)C)cc1
  HCMV antiviral = 11	AmpC detergent = 11%	Sm TGR inh = 0%	AmpC no deterg = -22%	Giardia FBPA inh = 6%	HCV inhibitor = 3%

CCN(CC)c1ccc(C(=O)Nn2cnc3ccccc3c2=O)cc1
  HCMV antiviral = -23	AmpC detergent = 2%	Sm TGR inh = 1%	AmpC no deterg = -11%	Giardia FBPA inh = 2%	HCV inhibitor = -4%

CN(C)C(=O)c1ccc(NC(=O)COc2cccc3c2OC(C)(C)C3)cc1
  HCMV antiviral = -101*	AmpC detergent = -10%	Sm TGR inh = -17%	AmpC no deterg = 133%[activator]	Giardia FBPA inh = .	HCV inhibitor = ?

Following part
Results follow in this order: HCMV antiviral | AmpC detergent | Sm TGR inh | AmpC no deterg | Giardia FBPA inh | HCV inhibitor
- COc1cc(/C=N/n2nnnc2N)ccc1OC(C)C
    52 | 1% | -13% | -18% | 5% | -1%
- COCCN1C(=O)C(=O)/C(=C(/O)c2ccc(S(=O)(=O)N3CCOCC3)cc2)C1c1cccc(Cl)c1 (stereo not drawn)
    25 | 6% | ? | -26% | 19% | 30%
- CC(C)N1CCC(N2CCN(CCCc3ccccc3)CC2CCO)CC1 (stereo not drawn)
    -16 | 5% | -2% | -29% | 6% | ?
- O=C(NC(=S)Nc1ncccn1)c1ccccc1Cl
    86 | -6% | 18% | -4% | 3.5µM* | 6%
- CN(C)S(=O)(=O)c1cc([N+](=O)[O-])ccc1N1CCCCCC1
    6 | -7% | -15% | -6% | . | 1%
- COc1ccc(NC(=O)CN2C(=O)COc3ccc(S(=O)(=O)N4CCOCC4)cc32)c(OC)c1
    0 | 5% | -13% | -2% | -4% | 6%
- N#C/C(=C(\O)c1cc(Cl)sc1Cl)c1nc2ccccc2[nH]1
    -34 | ? | -15% | -36% | 25µM* | -5%
- COc1ccccc1N(CC(=O)NC1CCCC1)C(=O)C1(C)CC(=O)N=C2C=CC(C)=CN21 (stereo not drawn)
    -8 | -2% | 10% | -2% | -3% | 6%
- Cc1ccc(O)c(NC(=O)c2cccc(NC(=O)c3ccco3)c2)c1
    18 | -3% | -12% | -35% | 7% | -4%
- O=[N+]([O-])c1ccc(/C=N/Nc2nc(N3CCOCC3)nc(N3CCOCC3)n2)cc1
    . | -5% | . | -10% | 7% | .
- CC(=O)c1ccc(NC(=O)C2CC(c3ccc(F)cc3)=NO2)cc1 (stereo not drawn)
    28 | 4% | 23% | -16% | 7% | -12%
- Cc1nn(-c2cc(N3CCCCCC3)ccc2[N+](=O)[O-])c(=O)c2ccccc12
    -32 | ? | 2% | -35% | 1% | 13µM*
- COc1ccc(N2C(=O)CSC2c2ccccc2F)c(OC)c1 (stereo not drawn)
    23 | 0% | -9% | 4% | 3% | 6%
- COC(=O)c1ccc(N(C(=O)CNC(=O)c2ccco2)C(C(=O)NC2CCCC2)c2ccco2)cc1 (stereo not drawn)
    -37 | 1% | 5% | -12% | -3% | 10%
- CC1CCN(C(=O)c2cccc(S(=O)(=O)N3CCCCC3)c2)CC1
    2 | ? | 1% | 10% | 0% | 0%
- Fc1ccc(OCCn2cnc(Cl)c2Cl)cc1
    -38 | -1% | 0% | -11% | -2% | 10%
- O=C(Nc1ccc(S(=O)(=O)N2CCOCC2)cc1)c1ccccc1
    . | 1% | 11% | -7% | 7% | ?
- CC(C)CC(=O)Nc1ccc(N2CCN(C(=O)c3cccs3)CC2)cc1
    5 | -5% | 1% | 11% | 7% | -21%
- O=C(Cc1ccc(NC(=O)N2CCSc3ncccc32)cc1)NCc1ccccc1Cl
    9 | 1% | 17% | . | . | .
- CCc1ccccc1NC(=O)Cn1c(=O)n(C(C)C)c(=O)c2oc3ccccc3c21
    26 | 0% | -9% | . | . | .
- COc1cccc(CN(C)CC(=O)NC(=O)NCc2ccccc2)c1
    -4 | 3% | 3% | -9% | 4% | 7%
- CCc1ccc(-c2nc(CS(=O)CC(=O)O)c(C)o2)cc1 (stereo not drawn)
    0 | -7% | 0.35µM* | -16% | -15% | 17%
- Cc1ccc(-n2c(O)c(/C=N/N3CCCCCC3)c(=O)[nH]c2=O)cc1C
    4 | 2% | 20% | -3% | 0% | 12%
- CC(Oc1cccc(Cl)c1)C(=O)Nc1ccc([N+](=O)[O-])cn1 (stereo not drawn)
    -36 | -11% | -20% | -26% | -1% | -29%
- CCCC(NC(=O)CCc1c(C)c2cc3c(-c4ccccc4)coc3cc2oc1=O)C(=O)O (stereo not drawn)
    ? | ? | 1% | 58% | 9% | -1%
- COc1ccc(CNC2C[C@H]3CCCC(=O)N4CC[C@@H](C2)[C@@H]34)cc1 (stereo partly drawn)
    6 | . | . | -12% | 0%[89.2 µM] | -52%
- CC(C)c1ccc(NC(=O)[C@@H](NC(=O)N2CC(=O)Nc3ccccc32)C(C)C)cc1
    19 | -5% | 4% | 61%[activator] | . | ?
- C=CCNC(=O)c1onc(CSc2ccccc2)c1C(=O)O
    -13 | -11% | -21% | -15% | 9% | 20%
- CCn1nnc2cc(C(=O)Nc3ccc(Br)cc3F)ccc21
    15 | 2% | 2% | . | . | .
- COc1ccc2nc(NC(=O)c3ccc(-c4cccc([N+](=O)[O-])c4)o3)sc2c1
    . | 1% | -1% | -7% | 2% | -19%
- COc1ccc(Cl)cc1CN1CCOCC1
    16 | -2% | 9% | -16% | -9% | -1%
- COc1ccc(/C(N)=N/OC(=O)c2ccc(Br)o2)cc1
    32 | -9% | 1% | -6% | -6% | -3%
